# NSD2 block: inhibitors of human NSD2, primary screen, biochemical, plate reader, single point. NSD2-SET H3K36me1 DELFIA fluorescence. 44,000 tested, 0.07% active. Histone-lysine N-methyltransferase NSD2 (Homo sapiens), O96028. inhibition, % at 12.5 µM; in the data active = inhibition above about 54%, passing the limit was not always enough;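 also: inhibitors reduce the monomethyl H3K36 fluorescence signal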
# Target sequence (O96028 whole entry, looked up): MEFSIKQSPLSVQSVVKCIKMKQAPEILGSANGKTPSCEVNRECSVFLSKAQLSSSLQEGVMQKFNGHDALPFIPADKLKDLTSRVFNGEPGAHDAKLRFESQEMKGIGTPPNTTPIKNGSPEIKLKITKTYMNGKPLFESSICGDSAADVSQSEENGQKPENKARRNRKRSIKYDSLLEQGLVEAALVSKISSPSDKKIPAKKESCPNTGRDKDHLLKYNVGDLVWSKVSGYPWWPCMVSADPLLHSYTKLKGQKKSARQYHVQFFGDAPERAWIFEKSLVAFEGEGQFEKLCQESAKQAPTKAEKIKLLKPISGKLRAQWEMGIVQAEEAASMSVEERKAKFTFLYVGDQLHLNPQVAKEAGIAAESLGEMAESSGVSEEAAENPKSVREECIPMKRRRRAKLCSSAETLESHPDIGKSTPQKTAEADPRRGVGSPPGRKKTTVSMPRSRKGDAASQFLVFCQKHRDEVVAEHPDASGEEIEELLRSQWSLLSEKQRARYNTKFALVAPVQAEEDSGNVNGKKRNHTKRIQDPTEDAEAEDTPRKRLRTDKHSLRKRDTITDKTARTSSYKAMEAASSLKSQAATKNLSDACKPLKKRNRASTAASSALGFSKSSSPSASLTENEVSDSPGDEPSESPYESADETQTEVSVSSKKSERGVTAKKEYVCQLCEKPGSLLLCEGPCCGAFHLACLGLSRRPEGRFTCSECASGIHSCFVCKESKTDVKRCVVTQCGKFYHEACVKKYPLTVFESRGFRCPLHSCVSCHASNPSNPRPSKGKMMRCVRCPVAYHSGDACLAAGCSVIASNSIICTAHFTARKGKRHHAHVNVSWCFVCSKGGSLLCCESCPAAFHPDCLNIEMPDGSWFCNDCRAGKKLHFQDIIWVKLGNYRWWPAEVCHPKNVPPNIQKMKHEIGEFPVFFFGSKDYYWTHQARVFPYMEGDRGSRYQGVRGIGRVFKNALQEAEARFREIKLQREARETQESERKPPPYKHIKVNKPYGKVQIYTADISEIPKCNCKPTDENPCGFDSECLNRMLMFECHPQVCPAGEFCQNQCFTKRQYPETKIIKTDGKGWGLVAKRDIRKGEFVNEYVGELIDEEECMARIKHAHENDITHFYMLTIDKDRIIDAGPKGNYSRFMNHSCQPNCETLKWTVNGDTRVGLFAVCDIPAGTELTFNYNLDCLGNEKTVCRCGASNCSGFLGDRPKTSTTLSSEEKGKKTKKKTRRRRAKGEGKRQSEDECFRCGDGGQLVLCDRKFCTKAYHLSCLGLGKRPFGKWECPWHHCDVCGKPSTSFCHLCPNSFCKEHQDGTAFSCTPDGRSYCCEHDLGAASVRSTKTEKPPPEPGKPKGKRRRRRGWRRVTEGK
# Active calls of the source: *.
SMILES,NSD2 block
CC(C)NC(=O)N(C)C[C@H]1Oc2ccc(NC(=O)Nc3ccc4c(c3)OCO4)cc2C(=O)N([C@H](C)CO)C[C@@H]1C,3
C[C@@H]1CN([C@H](C)CO)C(=O)Cc2cc(NC(=O)CCC(F)(F)F)ccc2O[C@H]1CN(C)Cc1ccccc1,-5
C[C@@H]1CN([C@H](C)CO)C(=O)c2cc(/C=C/c3ccccc3)cnc2O[C@@H]1CN(C)C(=O)c1cccnc1,-2
C/C=C(/C)C(=O)OC1C(OC(C)=O)c2c(ccc3ccc(=O)oc23)OC1(C)C (configuration not stated),2
COc1ccc(S(=O)(=O)N(C)C[C@@H]2OCCCC[C@@H](C)Oc3ccc(NC(=O)C4CCCCC4)cc3C(=O)N([C@@H](C)CO)C[C@@H]2C)cc1,0
C[C@H]1CN([C@@H](C)CO)C(=O)c2cc(C#CC3CC3)cnc2O[C@H]1CN(C)C(=O)CC1CC1,-1
O=C(Cc1ccccc1)N[C@@H]1CC[C@@H](CC(=O)N2CCCCC2)O[C@@H]1CO,5
O=C(C1=C[C@H](c2csc3ccccc23)C[C@H](OCCCCO)O1)N1CCOCC1,-3
CC(C)C#Cc1ccc2c(c1)O[C@@H](CN(C)C(=O)c1ccccc1)[C@H](C)CN([C@@H](C)CO)S2(=O)=O,0
Cc1noc(C)c1NC(=O)N(C)C[C@H]1Oc2ccc(N(C)C)cc2CC(=O)N([C@H](C)CO)C[C@H]1C,0
C[C@@H]1CCCCO[C@H](CN(C)Cc2ccc(C(=O)O)cc2)[C@H](C)CN([C@H](C)CO)C(=O)c2cc(NC(=O)Nc3ccc(F)cc3)ccc2O1,-7
CNC[C@H]1Oc2cc(C#CCC3CCCC3)ccc2S(=O)(=O)N([C@H](C)CO)C[C@H]1C,8
O=C(NO)c1ccc(C(=O)N/N=C/c2cc(O)ccc2[N+](=O)[O-])cc1,-2
Cc1ccc(S(=O)(=O)Nc2ccc3c(c2)C(=O)N([C@H](C)CO)C[C@H](C)[C@H](CN(C)Cc2ccc(C(F)(F)F)cc2)O3)cc1,-4
C[C@@H]1CCCCO[C@H](CN(C)Cc2ccccc2)[C@H](C)CN([C@H](C)CO)C(=O)c2cc(NC(=O)NC3CCCCC3)ccc2O1,-4
CC(=O)N(C)C[C@@H]1Oc2cc(-c3cccc(C#N)c3)ccc2S(=O)(=O)N([C@@H](C)CO)C[C@H]1C,4
C[C@H](CO)N1C[C@H](C)[C@@H](CN(C)S(=O)(=O)c2cn(C)cn2)Oc2ccc(NS(=O)(=O)c3ccc(F)cc3)cc2C1=O,-3
C[C@@H]1CCCCO[C@@H](CN(C)CC2CCCCC2)[C@H](C)CN([C@@H](C)CO)C(=O)c2cc(NC(=O)CCC(F)(F)F)ccc2O1,-2
COc1cc(OC)c2c(OC)c(-c3ccc4c(c3)OCO4)c(=O)oc2c1,-3
C[C@@H]1CN([C@@H](C)CO)C(=O)c2cccc(NC(=O)Nc3ccccc3)c2O[C@H]1CN(C)C(=O)Nc1ccc2c(c1)OCO2,4

# The final two compounds of the section above open the next one.
SMILES,NSD2 block
COc1cc(OC)c2c(OC)c(-c3ccc4c(c3)OCO4)c(=O)oc2c1,-3
C[C@@H]1CN([C@@H](C)CO)C(=O)c2cccc(NC(=O)Nc3ccccc3)c2O[C@H]1CN(C)C(=O)Nc1ccc2c(c1)OCO2,4
C[C@@H]1CCCCO[C@@H](CN(C)C(=O)Cc2ccccc2)[C@H](C)CN([C@@H](C)CO)C(=O)c2cc(NC(=O)Nc3ccc4c(c3)OCO4)ccc2O1,-3
CO[C@H](CN(C)Cc1ccc(-c2ccccn2)cc1)[C@H](C)CN(C(=O)Nc1ccc(F)cc1)[C@H](C)CO,0
Cc1noc(C)c1S(=O)(=O)N(C)C[C@H]1OCc2cn(nn2)CCCC(=O)N([C@@H](C)CO)C[C@@H]1C,0
COc1ccc([Si](C)(C)[C@H]2[C@H](CCn3cc(CCO)nn3)O[C@@]3(C(=O)N(Cc4ccc(N5CCC5=O)cc4)c4ccccc43)[C@@H]2C)cc1,1
CC(=O)N(C)C[C@@H]1Oc2ncc(C#Cc3ccncc3)cc2C(=O)N([C@@H](C)CO)C[C@H]1C,-5
C[C@H](CO)N1C[C@H](C)[C@H](CN(C)CC2CC2)Oc2cc(/C=C/c3ccccc3)ccc2S1(=O)=O,1
C[C@H]1CN([C@@H](C)CO)C(=O)CCCn2cc(nn2)CO[C@H]1CN(C)C(=O)Nc1ccccc1,6
COc1ccc(S(=O)(=O)N(C)C[C@H]2Oc3ccc(NC(=O)Nc4ccc5c(c4)OCO5)cc3CC(=O)N([C@@H](C)CO)C[C@@H]2C)cc1,-3
C[C@H](CO)N1C[C@H](C)[C@H](CN(C)C(=O)Nc2ccc3c(c2)OCO3)OCCCC[C@H](C)Oc2ccc(NS(=O)(=O)c3ccccc3)cc2C1=O,2
COc1ccc(NC(=O)Nc2cccc3c2O[C@H](CN(C)C(=O)Nc2ccccc2)[C@H](C)CN([C@@H](C)CO)C3=O)cc1,-3
Cc1noc(C)c1S(=O)(=O)N(C)C[C@H]1Oc2ccc(NC(=O)Nc3ccc(C(F)(F)F)cc3)cc2CC(=O)N([C@H](C)CO)C[C@@H]1C,1
Cc1noc(C)c1NC(=O)Nc1ccc2c(c1)CC(=O)N([C@@H](C)CO)C[C@@H](C)[C@@H](CN(C)S(=O)(=O)c1ccccc1)O2,-6
COc1ccc(S(=O)(=O)N(C)C[C@@H]2OCCCC[C@@H](C)Oc3ccc(NS(C)(=O)=O)cc3C(=O)N([C@@H](C)CO)C[C@H]2C)cc1,11
C[C@@H]1CN([C@@H](C)CO)C(=O)c2cc(-c3cncnc3)cnc2O[C@H]1CN(C)C(=O)Cc1cccnc1,0
C[C@H]1CN([C@@H](C)CO)C(=O)Cc2cc(NC(=O)Nc3ccc4c(c3)OCO4)ccc2O[C@@H]1CN(C)S(=O)(=O)c1ccc(F)cc1,-13
Nc1c(Br)cc(Br)cc1CNC1CCC(O)CC1 (configuration not stated),12
C[C@@H]1CCCCO[C@@H](CN(C)S(=O)(=O)c2ccccc2)[C@H](C)CN([C@@H](C)CO)C(=O)c2cc(NS(=O)(=O)c3ccc(F)cc3)ccc2O1,6
Cc1ccc(S(=O)(=O)N(C)C[C@H]2Oc3c(NC(=O)C4CC4)cccc3C(=O)N([C@@H](C)CO)C[C@@H]2C)cc1,3
Cn1c(=O)/c(=C/c2ccccc2)n(C)c(=O)/c1=C/c1ccccc1,4
Cc1noc(C)c1S(=O)(=O)Nc1cccc2c1O[C@H](CN(C)S(=O)(=O)c1cccs1)[C@H](C)CN([C@@H](C)CO)C2=O,1
Cc1[nH]n(-c2ccccc2)c(=S)c1C=NC(C)Cc1ccccc1 (configuration not stated),5
C[C@@H]1CN([C@@H](C)CO)C(=O)c2cc(-c3ccccc3F)cnc2O[C@H]1CN(C)C(=O)c1ccccn1,-73
C[C@H](CO)N1C[C@H](C)[C@H](CN(C)Cc2ccccc2)Oc2c(NC(=O)C3CCOCC3)cccc2C1=O,28
CC(C)(C)NCC(O)COc1cccc2c1CCC(=O)N2 (configuration not stated),0
Cc1ccc(-c2cnc3c(c2)C(=O)N([C@H](C)CO)C[C@@H](C)[C@@H](CN(C)C(=O)Cc2cccnc2)O3)cc1,18
CCOC(=O)CSc1nc(NC#N)nc(N(CC)CC)n1,-5
Cc1noc(C)c1NC(=O)N(C)C[C@@H]1Oc2ccc(NC(=O)Nc3ccc(C(F)(F)F)cc3)cc2C(=O)N([C@@H](C)CO)C[C@@H]1C,-2
C[C@@H]1CCCCO[C@@H](CN(C)C(=O)CCCN(C)C)[C@@H](C)CN([C@H](C)CO)C(=O)c2cc(NS(=O)(=O)c3ccccc3)ccc2O1,42
COCC#Cc1cnc2c(c1)C(=O)N([C@@H](C)CO)C[C@H](C)[C@@H](CN(C)Cc1ccccc1F)O2,3
CNC[C@H]1Oc2cc(-c3ccc(C(=O)N(C)C)cc3)ccc2S(=O)(=O)N([C@@H](C)CO)C[C@@H]1C,2
C[C@H](CO)N1C[C@H](C)[C@H](CN(C)C(=O)c2ccccn2)Oc2ncc(C3=CCCC3)cc2C1=O,4
C[C@@H]1CN([C@@H](C)CO)C(=O)CCCn2nncc2CO[C@@H]1CN(C)C(=O)C1CC1,2
C[C@H](CO)N1C[C@H](C)[C@H](CN(C)C(=O)Nc2ccc(N3CCCCC3)cc2)OCc2cn(nn2)CCCC1=O,6
C[C@@H]1CN([C@@H](C)CO)C(=O)c2cc(NC(=O)c3ccccc3)ccc2O[C@@H](C)CCCCO[C@H]1CN(C)C(=O)CCCN(C)C,0
C[C@@H]1CN([C@@H](C)CO)C(=O)c2cccc(NS(=O)(=O)c3cccs3)c2O[C@H]1CN(C)Cc1ccc(C(F)(F)F)cc1,-10
C[C@H](CO)N1C[C@H](C)[C@@H](CN(C)C(=O)Nc2ccnc(N3CCOCC3)c2)OCc2cnnn2CCCC1=O,6
C[C@H](CO)N1C[C@H](C)[C@H](CN(C)C(=O)Nc2ccccc2)Oc2ncc(-c3cccc(C(F)(F)F)c3)cc2C1=O,-3
O=C(O)CCCCCC(=O)N/N=C/c1cc(Br)ccc1O,12
CCc1cc2c(c(CC)n1)CCC(=O)N2Cc1ccc(-c2ccccc2-c2nn[nH]n2)cc1,0
C[C@H]1CN([C@@H](C)CO)C(=O)c2cc(C#CCN(C)C)cnc2O[C@@H]1CN(C)C(=O)NC1CCCC1,-5
C[C@H](CO)N1C[C@H](C)[C@H](CN(C)Cc2ccc(C(=O)O)cc2)Oc2ccc(NS(=O)(=O)c3ccc(Cl)cc3)cc2CC1=O,2
CC(C)NC(=O)N(C)C[C@@H]1Oc2ccc(NS(=O)(=O)c3ccccc3)cc2C(=O)N([C@@H](C)CO)C[C@H]1C,2
Cc1ccc(S(=O)(=O)N[C@H]2C=C[C@H](CC(=O)O)O[C@@H]2CO)cc1,1
COc1cc(/C=C/C=N/NC(=O)CCCCCC(=O)Nc2ccccc2O)ccc1O,-4
O=C(CCCCCC(=O)Nc1ccccc1O)N/N=C/c1ccc([N+](=O)[O-])s1,-3
Cc1noc(C)c1NC(=O)Nc1cccc2c1O[C@@H](CN(C)Cc1ccc(C(=O)O)cc1)[C@@H](C)CN([C@@H](C)CO)C2=O,-5
C[C@H]1CN([C@@H](C)CO)C(=O)CCCn2cc(nn2)CO[C@H]1CN(C)C(=O)CCCN(C)C,-4
CC(C)NC(=O)Nc1ccc2c(c1)C(=O)N([C@H](C)CO)C[C@@H](C)[C@H](CN(C)S(=O)(=O)c1cn(C)cn1)OCCCC[C@@H](C)O2,0
C[C@H](CO)N1C[C@H](C)[C@@H](CN(C)C(=O)NC2CCCCC2)Oc2cc(C#Cc3cccc(F)c3)ccc2S1(=O)=O,-4
C[C@@H]1CCCCO[C@H](CN(C)C(=O)Nc2ccccc2)[C@H](C)CN([C@H](C)CO)C(=O)c2cc(NS(=O)(=O)c3ccc(Cl)cc3)ccc2O1,-4
C[C@@H]1CCCCO[C@H](CN(C)Cc2ccccc2)[C@H](C)CN([C@H](C)CO)C(=O)c2cc(NC(=O)CCC(F)(F)F)ccc2O1,-1
C[C@H](CO)N1C[C@H](C)[C@H](CN(C)C(=O)C2CCCCC2)OCCCC[C@H](C)Oc2ccc(NS(=O)(=O)c3ccc(F)cc3)cc2C1=O,-3
CNC[C@@H]1Oc2ccc(NS(=O)(=O)c3ccc(Cl)cc3)cc2CC(=O)N([C@H](C)CO)C[C@@H]1C,4
C[C@H]1CN([C@@H](C)CO)C(=O)Cc2cc(NC(=O)Cn3cnnn3)ccc2O[C@H]1CN(C)S(=O)(=O)c1cccs1,0
C[C@@H]1CN([C@H](C)CO)S(=O)(=O)c2ccc(-c3ccncc3)cc2O[C@H]1CN(C)C(=O)Nc1ccc(C(F)(F)F)cc1,-6
C[C@H]1CN([C@@H](C)CO)C(=O)Cc2cc(NC(=O)Cn3cnnn3)ccc2O[C@@H]1CN(C)S(=O)(=O)c1ccc(F)cc1,-3
COc1ccc(S(=O)(=O)Nc2ccc3c(c2)CC(=O)N([C@@H](C)CO)C[C@@H](C)[C@H](CN(C)S(=O)(=O)c2ccc(Cl)cc2)O3)cc1,-8
COc1ccc(CN(C)C[C@H]2Oc3ccc(NC(=O)CCN4CCOCC4)cc3C(=O)N([C@@H](C)CO)C[C@H]2C)cc1,-1
Cc1ccc(C(=O)COc2cc(C)nc3nncn23)cc1,-2
C[C@@H]1CN([C@@H](C)CO)C(=O)c2cc(NC(=O)CCC(F)(F)F)ccc2O[C@@H](C)CCCCO[C@H]1CN(C)S(=O)(=O)c1ccccc1,-3
CC(C)NC(=O)N(C)C[C@@H]1Oc2cc(-c3ccncc3)ccc2S(=O)(=O)N([C@@H](C)CO)C[C@@H]1C,-3
C[C@@H]1CN([C@@H](C)CO)C(=O)Cc2cc(NS(C)(=O)=O)ccc2O[C@H]1CN(C)S(=O)(=O)c1cn(C)cn1,-2

# 4 compounds drawn at random from the list so far, as already listed:
SMILES,NSD2 block
C[C@H](CO)N1C[C@H](C)[C@H](CN(C)C(=O)C2CCCCC2)OCCCC[C@H](C)Oc2ccc(NS(=O)(=O)c3ccc(F)cc3)cc2C1=O,-3
C[C@H]1CN([C@@H](C)CO)C(=O)Cc2cc(NC(=O)Cn3cnnn3)ccc2O[C@H]1CN(C)S(=O)(=O)c1cccs1,0
Cc1ccc(S(=O)(=O)N[C@H]2C=C[C@H](CC(=O)O)O[C@@H]2CO)cc1,1
C[C@@H]1CN([C@@H](C)CO)C(=O)Cc2cc(NS(C)(=O)=O)ccc2O[C@H]1CN(C)S(=O)(=O)c1cn(C)cn1,-2

# Arranged by count of non-hydrogen atoms (lowest first): some entries from above
SMILES,NSD2 block
CC(C)NC(=O)N(C)C[C@@H]1Oc2cc(-c3ccncc3)ccc2S(=O)(=O)N([C@@H](C)CO)C[C@@H]1C,-3
C[C@@H]1CN([C@@H](C)CO)C(=O)Cc2cc(NS(C)(=O)=O)ccc2O[C@H]1CN(C)S(=O)(=O)c1cn(C)cn1,-2
C[C@H](CO)N1C[C@H](C)[C@H](CN(C)Cc2ccc(C(=O)O)cc2)Oc2ccc(NS(=O)(=O)c3ccc(Cl)cc3)cc2CC1=O,2

# Screening results as filed in PubChem BioAssay.

# This is a subset; rates above refer to the full screens.
